Compound activity deposited in PubChem BioAssay by National Center for Advancing Translational Sciences (NCATS).
KCNH2 WT inh: blocks the wildtype human KCNH2 potassium channel. Q12809. AID 720551. activity change, % at 1.84 µM. U2OS, BacMam KCNH2, thallium flux FluxOr; stronger effect = lower value. 340,000 compounds, 0.37% hits;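 active = maximum activity change below -70%; inconclusive = maximum activity change between -70% and -50%; inactive = maximum activity change above -50%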; note: % is set by controls: 0 for no effect and ±100 for the full control effect
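U2OS cells transduced with wild-type KCNH2 virus are loaded with FluxOr dye for 45 min, and thallium flux is measured in kinetic reads before and after stimulation buffer. Rate constants are normalized to DMSO controls.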
KCNH2 3.1 inh: KCNH2 3.1 (human) potassium channel inhibition; U2OS KCNH2 3.1, thallium flux FluxOr; stronger effect = lower value; activity change, % (tested at about 1.8 µM); 340,000 compounds, 0.95% hits; AID 720553;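 active = maximum activity change below -70%; inconclusive = maximum activity change from -70% to -50%; inactive = maximum activity change above -50%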;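 note: thallium influx rate constant from kinetic fluorescence after stimulation buffer; % is set by controls: 0 for no effect and ±100 for the full control effect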
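Virally transduced U2OS (3.1 isoform, 4 h infection in dark at RT) → overnight 37 C → FluxOr + Red40 in HBSS/HEPES, 45 min → stimulation buffer, 2 min kinetic read → rate constant vs DMSO controls.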
GALK inhibitor: galactokinase (human) inhibition. 270,000 compounds, 0.007% hits. P51570. Purified GALK, Kinase-Glo residual ATP luminescence. Potency, µM (doses to about 57.5 µM), for inactives: at the top dose activity change, negative = inhibition, usual class: inhibitors. AID 1868; note: potency is the fitted concentration of half-maximal effect; % is set by controls: 0 for no effect and ±100 for the full control effect
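GALK at 5 nM final was combined with compound, 35 uM ATP and 100 uM galactose in HEPES pH8.0 with MgCl2 and DTT. The reaction ran one hour at room temperature before luminescent ATP detection.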
AT treatment: potential ataxia-telangiectasia treatment; 320,000 compounds, 0.19% hits; Potency, µM (series often up to 57.5 µM), for the others: at the top dose activation, hits mostly activators; […] A-T fibroblasts, KAP-1 phosphorylation AlphaLISA; neocarzinostatin DNA damage 30 min before lysis; AID 485349; note: potency is the fitted concentration of half-maximal effect; % of control where 0% means no effect; nearly all actives have a fitted effect of over 45% in size
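hTERT-immortalized A-T patient fibroblasts ([…]), 500 cells/well in OPTI-MEM, 1% FBS, got compounds for 60 min, then NCS for 30 min at 37C. Lysates were then assayed for phospho-KAP-1 by AlphaLISA (anti-pKAP1 donor, anti-KAP1 acceptor beads), 6 hr at 25C.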
FBPA coupling cs: coupling enzyme interference in Giardia aldolase counter-screen; coupling enzyme system counterscreen, AmpLite Red fluorescence; 290,000 compounds, 0.67% hits; activity change, negative = inhibition, % at 58.2 µM, hits read low; in the data active = activity change below about -30%; note: % is set by controls: 0 for no effect and ±100 for the full control effect
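Activity here indicates interference with the coupling reaction, not aldolase inhibition. Compounds at 57.5 uM final met coupling enzymes for 10 min at RT; substrate and AmpLite Red detection followed, with a 525/598 nm fluorescence read after 20 min.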
MLL CXXC-DNA inh: MLL CXXC-DNA interaction inhibition; 290,000 compounds, 0.037% hits; Potency, µM (highest dose often 115 µM), for the others: at the top dose activity change, negative = inhibition, hits mostly inhibitors; Q03164; MLL-CXXC / FITC-HOXA9 DNA fluorescence polarization; active = well fitted inhibition curve with a large enough effect in the polarisation, with a control signal flat, not every such curve was filed as active; inconclusive = small, poorly fitted or top-dose-only effect, or effect the other way, or a change in a side signal; inactive = no such curve, though single readings can be large or run the other way; the % refers to the polarisation; note: potency is the fitted concentration of half-maximal effect
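Purified MLL-CXXC (added from a 7 uM solution) was preincubated 5 min at ambient with pinned compounds in 50 mM Tris-HCl pH 7.5, 50 mM NaCl, 1 mM DTT, 0.05% BSA. Fluorescein-labeled HOX-A9 DNA (50 nM solution) followed, 30 min, then polarization read.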
MBNL1-CUG inh: blocks human MBNL1 binding to CUG repeat RNA; Q9NR56; TR-FRET MBNL1-His/biotin-(CUG)12 binding, 665/545 ratio; Potency, µM (titrated, usually from 57.5 µM), inactives show at the top dose activity change, negative = inhibition, actives largely listed as inhibitors; 280,000 compounds, 0.036% hits; AID 2675; active = well fitted inhibition curve with a large enough effect in the signal ratio, with a control signal flat, not every such curve was filed as active; inconclusive = small, poorly fitted or top-dose-only effect, or effect the other way, or a change in a side signal; inactive = no such curve, though single readings can be large or run the other way; the % refers to the signal ratio; note: potency is the fitted concentration of half-maximal effect; % is set by controls: 0 for no effect and ±100 for the full control effect
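Compounds (final 92 nM to 58 uM) are added to His-tagged MBNL1 and biotin-(CUG)12, then terbium anti-His antibody and streptavidin-XL665 (5 nM final). After 60 min at room temperature, the 665/545 nm ratio is read.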
ASM inhibitor: inhibitors of human secretory acid sphingomyelinase; placental ASM, HMU-PC fluorogenic substrate, 60 min; P17405; Potency, µM (highest dose often 57.5 µM), for the others: at the top dose activity change, negative = inhibition, hits mostly inhibitors; AID 504937; 340,000 compounds, 0.006% hits; note: potency is the fitted concentration of half-maximal effect
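Fluorogenic HMU-PC substrate (9 uM final) is turned over by placental ASM in 60 min at 37 C after a 10 min compound preincubation. Reaction ended by alkaline stop (pH 10), with fluorescence read at 386/447 nm.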
TRPV1 ag: human TRPV1 agonism; TRPV1-expressing cells, Fluo-8 calcium influx, agonist mode; activation, % at 8.33 µM; 320,000 compounds, 0.19% hits; in the data active = activation above about 80%; inconclusive = between about 30% and that limit; note: 0% is about no effect
Target sequence (Q8NER1 whole entry, looked up): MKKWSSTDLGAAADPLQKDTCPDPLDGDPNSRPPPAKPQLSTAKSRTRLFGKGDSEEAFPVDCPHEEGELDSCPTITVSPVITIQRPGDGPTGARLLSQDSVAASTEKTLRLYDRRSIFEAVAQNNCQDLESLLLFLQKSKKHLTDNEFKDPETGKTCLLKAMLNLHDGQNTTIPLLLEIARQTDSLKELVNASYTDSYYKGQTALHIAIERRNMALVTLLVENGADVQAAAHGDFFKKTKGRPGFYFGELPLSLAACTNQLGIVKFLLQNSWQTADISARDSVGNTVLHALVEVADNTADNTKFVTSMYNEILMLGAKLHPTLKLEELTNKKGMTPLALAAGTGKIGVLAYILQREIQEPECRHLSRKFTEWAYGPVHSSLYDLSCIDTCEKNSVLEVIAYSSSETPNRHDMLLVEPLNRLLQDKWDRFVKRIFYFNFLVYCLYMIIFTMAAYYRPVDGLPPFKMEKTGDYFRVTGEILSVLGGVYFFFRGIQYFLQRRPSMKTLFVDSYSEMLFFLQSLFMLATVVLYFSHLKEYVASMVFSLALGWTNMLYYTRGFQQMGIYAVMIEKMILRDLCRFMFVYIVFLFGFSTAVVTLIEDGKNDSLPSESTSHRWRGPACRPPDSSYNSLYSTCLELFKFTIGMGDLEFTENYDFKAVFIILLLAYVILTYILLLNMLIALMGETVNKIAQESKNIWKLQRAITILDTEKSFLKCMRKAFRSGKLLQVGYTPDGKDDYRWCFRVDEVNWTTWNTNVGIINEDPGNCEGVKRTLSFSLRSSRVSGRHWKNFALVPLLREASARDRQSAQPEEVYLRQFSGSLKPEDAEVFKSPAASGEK
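TRPV1-expressing cells were cultured overnight at 35.5C and loaded with Fluo-8 calcium dye for 40 to 90 min at room temperature. After a 10 s baseline, compound was added and calcium influx was read kinetically for 3 min (ex 480/em 520 nm).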
a7 integrin act: integrin-mediated muscular dystrophy alleviation activation. alpha7betagal myoblasts, beta-gal FDG fluorescence, 48 h. Potency, µM (titrated, usually from 38.3 µM), for the others: at the top dose activation, actives largely listed as activators. 350,000 compounds, 0.064% hits. AID 624291;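 note: potency is the fitted concentration of half-maximal effect; 100% = response of the positive control SU9516; nearly all actives have a fitted effect of over 60% in size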
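Alpha7betagal+/- myoblasts (passage 13) were plated 16-24 hr, then exposed to compounds (1:260 dilution of DMSO stock) for 48 hours at 37C. After MPER lysis, β-galactosidase reporter activity was read as FDG fluorescence (ex 480/em 540) after 30 minutes.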
Starred values were filed as active, the others as inactive; ? = inconclusive; / = no result given; [ ] = dose if it differs, or a comment. Unless noted, calls come from the whole dose curve; as a rule, active = well fitted curve in the direction sought with a large enough effect; inconclusive = small, poorly fitted or top-dose-only effect, or another doubt; inactive = no such curve, though single readings can be large; an effect the other way counts as inactive or inconclusive. Hits appear at their usual frequency. About 2% of those tested had a hit in this group.

SMILES	KCNH2 WT inh	KCNH2 3.1 inh	GALK inhibitor	AT treatment	FBPA coupling cs	MLL CXXC-DNA inh	MBNL1-CUG inh	ASM inhibitor	TRPV1 ag	a7 integrin act
COc1cccc(C2=NOC(C(=O)N3CCN(C(=O)c4ccco4)CC3)C2)c1 (stereo not given)	8.1	9.5	-2.5%	10.9%	2.1	10.1%	12.5%	-0.7%	3.1	0.0%
CC(c1ccccc1)c1nnc(N)s1 (stereo not given)	5.9	-1.2	6.4%	-4.9%	1.0	?	6.0%	15.4%	-7.4	-12.8%
Cc1ccc(OCC(=O)N2CCN(C(=O)c3cccnc3)CC2)cc1	12.6	-1.0	1.7%	-0.2%	3.5	-2.5%	-0.7%	3.2%	-1.2	13.0%
CCOC(=O)COc1nc(-c2ccc(Cl)cc2)cc(-c2ccco2)c1C#N	5.0	11.1	-1.8%	12.3%	-6.4	15.3%	-1.6%	84.4%[activator]	3.2	7.1%
O=[N+]([O-])c1cccc(C(=Nc2ccc(Cl)cc2)NO)c1	15.9	10.0	0.5%	2.4%	6.5	4.0%	19.3%	-9.3%	7.1	-18.3%
COc1cc(O)c(C(C)=O)c(CC(=O)O)c1	1.4	1.2	3.1%	0.0%	-21.2	9.3%	-10.2%	-1.6%	-2.3	-8.2%
CC(C)(CC(=O)O)CC(=O)NNc1ncccc1C#N	-9.0	-3.6	0.1%	11.2%	0.2	-3.9%	-3.8%	2.6%	0.8	-14.0%
COc1ccc(CC(=O)OCC(=O)N2CCN(S(=O)(=O)c3ccc(C)cc3C)CC2)cc1	-5.2	-19.6	/	2.2%	/	/	/	1.3%	0.8	-2.6%
CSc1ccc(/C=N/Nc2ccc(Cl)c(C(=O)O)c2)cc1	-8.1	-6.0	-1.5%	1.1%	-1.8	2.8%	8.8%	9.5%	-2.5	3.5%
O=C(NCC(=O)N1CCOCC1)c1ccccc1	-1.1	-21.8	1.0%	-3.0%	-3.8	6.2%	-4.9%	1.5%	1.7	-8.4%
COc1ccc(CCN(C)C(=O)CSc2nnnn2C)cc1OC	-10.6	-4.0	3.8%	-0.6%	-3.1	4.9%	-4.8%	6.9%	3.2	-19.1%
COc1cccc(-n2cc(CN(C)Cc3nc(Cc4ccccc4)no3)cn2)c1	-7.5	-5.4	0.1%	6.1%	-0.7	-2.1%	-8.4%	-0.2%	?	0.0%
CC(=O)c1ccc(OCc2cc(C(=O)N(C)CCN3CCOCC3)no2)cc1	-2.8	14.9	-5.6%	0.0%	/	34.6%	-8.2%	2.4%	-8.0	8.7%
CCn1c(SCC(=O)NCc2ccco2)nc2c(c1=O)SC(C)C2 (stereo not given)	-9.1	7.9	3.2%	-8.3%	6.1	-8.6%	-1.6%	-2.3%	-1.1	-7.5%
O=C(CCN1C(=O)/C(=C/c2ccccc2)SC1=S)NNC(=O)c1ccncc1	-2.8	4.7	4.4%	-0.4%	-0.3	-14.2%	22.8%	1.0%	-2.5	?
COc1ccc(C(=O)CNc2cccc(F)c2)cc1	1.9	-90.9*	-0.7%	?	1.2	?	2.4%	-1.5%	2.8	-28.0%
CC(=O)Nc1cnc(NC(=O)c2cccc(F)c2)cc1C	-0.6	8.5	-3.1%	4.0%	-9.3	4.9%	-2.8%	1.3%	3.7	10.8%
O=[N+]([O-])c1cc(Cl)cc(/C=N\Nc2ccccn2)c1O	2.3	-4.3	1.6%	2.9%	0.8	-17.2%	-3.0%	-4.9%	1.3	-7.7%
COC(=O)c1nnn(CC(=O)NC(=O)Nc2ccccc2F)c1C(=O)OC	23.6	5.2	-2.2%	-2.0%	-0.4	-1.2%	-3.4%	-2.8%	0.0	?
Cc1ncc(CN2CCCC(C(=O)Nc3ccc(-c4cccc(F)c4)cc3)C2)n1C (stereo not given)	-16.8	-84.2*	7.7%	9.2%	/	-2.6%	-6.2%	8.9%	-0.5	-55.2%[inhibitor]
Cc1ccc(CN(C)C(=O)CC2C(=O)NCCN2CC2CCCCC2)cc1 (stereo not given)	-6.8	12.4	0.5%	6.0%	-1.6	0.7%	0.3%	8.9%	10.7	15.5%
C/C(=N/NC(=O)CNC(=O)C1COc2ccccc2O1)c1cccc(O)c1 (stereo not given)	-42.4	-1.9	-1.1%	5.0%	-0.6	-7.7%	-15.0%	0.6%	2.0	1.8%
CCCc1nc2c(=O)n(C)c(=O)[nH]c2n1C	-9.1	2.5	-0.1%	1.1%	-2.1	12.9%	2.2%	99.1%[activator]	-2.8	3.3%
COc1ccc(OCC(=O)OC2CCN(C)CC2)cc1	16.8	-4.5	1.0%	/	1.8	-8.9%	-4.9%	-1.6%	-5.3	-0.4%
Cc1ccc(OCc2cc(C(=O)N3CCC(C(O)C(C)C)CC3)no2)cc1C (stereo not given)	4.1	14.2	0.3%	1.1%	-2.3	4.6%	-22.8%	-5.4%	25.6	-11.6%
Remaining list, next part
SMILES	KCNH2 WT inh	KCNH2 3.1 inh	GALK inhibitor	AT treatment	FBPA coupling cs	MLL CXXC-DNA inh	MBNL1-CUG inh	ASM inhibitor	TRPV1 ag	a7 integrin act
O=C(CCCC(=O)n1cnc2ccccc21)n1cnc2ccccc21	-4.0	2.3	6.0%	5.5%	-10.1	-0.5%	24.1%	-1.5%	-5.3	-1.2%
Cc1c(Cl)cccc1NC(=S)NCc1ccccc1Cl	-6.0	-0.9	0.1%	5.7%	0.3	0.1%	-18.8%	-1.3%	?	-3.8%
CO/N=C\CC(=O)Nc1ccc(Cl)cc1Cl	1.6	18.3	1.0%	2.2%	0.1	-18.3%	7.3%	4.0%	4.2	-20.3%
CCc1ccc(C(C)(O)C(CN2CCOCC2)c2ccccc2)cc1 (stereo not given)	17.4	-15.1	/	5.7%	0.2	-4.3%	1.4%	2.0%	8.1	-26.5%
O=C(COc1ccccc1Cl)Nc1ccc(Cl)cn1	-1.2	-13.7	2.2%	3.1%	3.4	2.9%	-1.1%	-1.8%	11.9	1.4%
CCOC(=O)c1ccccc1NC(=O)COC(=O)C(Cc1c[nH]c2ccccc12)NC(C)=O (stereo not given)	-2.2	12.6	/	-2.6%	/	/	/	-7.6%	17.5	11.0%
Cc1ccc(C)c(Cn2c(=O)n(CCC(=O)NCc3ccco3)c(=O)c3sccc32)c1	-18.9	-5.3	1.5%	5.0%	4.6	?	4.5%	-0.8%	7.0	-14.3%
CC1(C)CC(=O)CC2(C1)NCC(c1ccccc1Cl)c1c2[nH]c2ccccc12 (stereo not given)	8.0	-17.8	1.0%	-0.4%	-1.4	5.6%	/	-7.3%	10.4	-64.6%[inhibitor]
Cc1cccc(N2C(=O)c3cccc(Oc4ccc(Cl)cc4)c3C2=O)c1	-4.3	-12.2	1.5%	6.8%	3.9	3.4%	/	-1.5%	1.1	3.6%
COc1ccc(CNC(=O)C23CC4CC(CC(Br)(C4)C2)C3)cc1	-5.3	-9.7	4.3%	13.0%	-1.6	26.8%	1.9%	3.6%	12.6	2.9%
O=C(Cn1ccc2ccccc2c1=O)NCCC(=O)NC1CCN(Cc2ccccc2)CC1	-2.0	3.7	1.8%	7.8%	-1.0	6.1%	-7.8%	7.1%	/	22.0%
CCCN(CC(=O)Nc1ccccc1OC)C(=O)c1ccc2c(c1)NC(=O)C(C)S2 (stereo not given)	7.4	1.0	/	2.8%	/	/	/	1.0%	7.1	-22.1%
CN(CC(=O)NCC1CCCO1)S(=O)(=O)c1cc(Cl)ccc1Cl (stereo not given)	-11.7	-1.4	0.6%	-1.1%	2.1	-3.4%	-5.1%	1.0%	-0.3	15.5%
CCCn1nc(NS(=O)(=O)c2cccc3nonc23)c2cc3ccccc3nc21	1.7	-1.3	4.6%	-5.1%	3.6	-4.6%	?	-6.1%	-1.8	1.2%
O=S(=O)(c1ccc2oc3ccccc3c2c1)N1CCCC1	-2.7	1.6	-0.4%	/	1.7	-4.8%	7.1%	-2.4%	1.5	5.6%
CN(CC(=O)Nc1cccc(F)c1)C(=O)c1cc(-c2ccccc2)nc2ccccc12	1.3	5.2	/	3.3%	/	/	/	-7.3%	21.3	-27.9%
O=C1CCCC/C1=C\Nc1ccc(S(=O)(=O)Nc2cnc3ccccc3n2)cc1	-16.1	12.2	-1.6%	1.6%	-2.1	19.1%	/	5.3%	0.5	7.2%
O=C(O)CN=C1CC(c2ccccc2)CC(=O)/C1=C(/O)CCCN1C(=O)c2ccccc2C1=O (stereo not given)	-6.9	3.4	0.7%	3.8%	0.8	-4.9%	19.9%	1.6%	0.2	8.1%
